Screening results (PubChem)
ARFGAP1 inh – inhibitors of rat ARFGAP1; actives 0.26% (n = 360,000); inhibition, % at 16.5 µM; Q62848; Arfgap1-stimulated ARF1 GTP hydrolysis, GDP FP detection;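 active = inhibition above a per-plate limit, mean inhibition of low control wells plus 3 SD, cut at about 25% in these data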;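 also: 0% = DMSO wells with enzyme and 100% = wells lacking Arfgap1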
Target sequence (Q62848 1-136 limits assumed): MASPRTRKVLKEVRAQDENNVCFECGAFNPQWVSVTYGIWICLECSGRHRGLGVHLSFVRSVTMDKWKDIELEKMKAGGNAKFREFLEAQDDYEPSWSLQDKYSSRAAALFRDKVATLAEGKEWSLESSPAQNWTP
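System: truncated rat Arfgap1 GAP domain / Benchmarks: high control wells lacking Arfgap1, low control full reaction with DMSO / Times: compound-enzyme preincubation 20 min, reaction 120 min, detection 60 min, 25 °C / Repeats: one replicate per compound / Also added: human ARF1(Δ1-17)-GTP substrate / Measured by: Tracer-displacement fluorescence polarization with EDTA stop, 620/688 nm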
proKLK7 act – proKLK7 (human) activation, primary screen; actives 0.9% (n = 370,000); AID 652039; purified proKLK7, EDANS-DABCYL substrate fluorescence; 100% is mature enzyme control, 0% vehicle; P49862; activation, % at 7 µM;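 active = activation above the mean of all tested compounds plus 3 SD, computed per campaign excluding outliers beyond control limits, cut at about 13% in these data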
MBD2 inh – MBD2-methylated oligo binding inhibition; TR-FRET, MBD2 binding to methylated oligonucleotide; inhibition, % at 4.4 µM; actives 0.31% (n = 370,000); AID 686964; in the data active = inhibition above about 13%
PLCg1 inh – inhibitors of human phospholipase C gamma1; P19174; purified PLC-gamma1, fluorogenic substrate, fluorescence; inhibition, % at 12.2 µM; actives 0.84% (n = 370,000); in the data active = inhibition above about 9.5%
DDE Tn7 FP inh – DD(E)-Tn7 binding inhibition, primary FP screen; FP displacement of FITC-Tn7 peptide from fibrin DD(E); 0% = median of compound wells per plate; AID 720508; actives 0.13% (n = 370,000); P02675; inhibition, % at 8.3 µM;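 active = inhibition above the mean of compounds falling within the control limits plus 3 SD of them, cut at about 14% in these data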;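 also: 0% = plate median of compound wells and 100% = 10 µM Aha-Tn7 peptide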
Target sequence (P02675 whole entry, looked up): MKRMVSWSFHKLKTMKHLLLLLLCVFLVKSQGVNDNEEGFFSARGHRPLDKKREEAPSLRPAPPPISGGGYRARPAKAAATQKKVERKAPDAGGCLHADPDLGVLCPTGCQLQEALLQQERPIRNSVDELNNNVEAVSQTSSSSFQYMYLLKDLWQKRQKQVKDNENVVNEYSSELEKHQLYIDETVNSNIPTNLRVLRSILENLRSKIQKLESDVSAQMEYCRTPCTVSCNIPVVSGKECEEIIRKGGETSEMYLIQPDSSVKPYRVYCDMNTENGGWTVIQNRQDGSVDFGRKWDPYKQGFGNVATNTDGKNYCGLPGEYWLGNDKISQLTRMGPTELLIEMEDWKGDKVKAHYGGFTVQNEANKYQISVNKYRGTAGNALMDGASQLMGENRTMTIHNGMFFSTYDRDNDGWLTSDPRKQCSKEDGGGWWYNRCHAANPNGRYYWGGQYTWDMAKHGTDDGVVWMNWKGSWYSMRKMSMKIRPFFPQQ
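Measure: % inhibition scaled between sample-field median and high-control FP; Test system: human fibrin DD(E); Quantity: 2 µM final DD(E) protein; Doses: one dose, 8.3 µM nominal; Schedule: compound with protein 10 min, then 3 h after probe, room temperature; Detection: fluorescence polarization; Medium: Tris buffer with calcium and detergent, pH 7.8.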
PLCb3 inh – inhibitors of human phospholipase C beta3; inhibition, % at 12.2 µM; actives 0.18% (n = 370,000); Purified PLC-beta3, fluorogenic substrate, fluorescence; in the data active = inhibition above about 11%;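 also: 0% = median of compound wells on plate and 100% = full blocker control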
ADAM17 inh – inhibits human ADAM17. P78536. recombinant ADAM17, EDANS/DABCYL FRET peptide cleavage. inhibition, % at 6.95 µM. actives 0.83% (n = 370,000). AID 720648;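 active = inhibition above the mean of compounds lying between control limits plus 3 SD, set per campaign, cut at about 8.5% in these data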;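 also: 0% = DMSO-only wells as the low control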
ASAP1 inh – inhibitors of human ASAP1 ArfGAP activity | ASAP1-stimulated ARF1 GTP hydrolysis, GDP FP detection | actives 0.19% (n = 360,000) | inhibition, % at 16.5 µM | AID 624377; in the data active = inhibition above about 25%;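 also: 0% = vehicle with enzyme and substrate and 100% = no enzyme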
Target sequence (Q9ULH1 325-724 limits assumed): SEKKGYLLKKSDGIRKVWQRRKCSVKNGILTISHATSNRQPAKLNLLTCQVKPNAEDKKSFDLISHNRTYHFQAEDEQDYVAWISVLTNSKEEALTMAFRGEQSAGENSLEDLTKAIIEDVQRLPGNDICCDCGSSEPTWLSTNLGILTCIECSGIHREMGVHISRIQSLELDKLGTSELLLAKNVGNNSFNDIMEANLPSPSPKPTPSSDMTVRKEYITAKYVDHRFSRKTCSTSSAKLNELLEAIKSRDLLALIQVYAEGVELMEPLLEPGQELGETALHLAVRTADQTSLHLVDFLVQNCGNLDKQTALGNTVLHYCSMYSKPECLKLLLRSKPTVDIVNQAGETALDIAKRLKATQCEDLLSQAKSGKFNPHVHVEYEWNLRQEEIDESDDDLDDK
Tn6 DDE FP – disrupts Tn6 cyclic peptide binding to fibrin D-Dimer-E complex. Fibrin DD(E) TRITC-Tn6 fluorescence polarization displacement. inhibition, % at 8.3 µM. actives 0.21% (n = 370,000). P02675. AID 720509;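 active = inhibition above a per-campaign cutoff: mean of compounds within control limits plus 3 SD, cut at about 15% in these data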;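 also: 0% = median of all compound wells on the plate and 100% = blocking peptide control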
UHRF1 binding – human UHRF1 methylated DNA binding inhibitors; UHRF1 binding to methylated oligo, TR-FRET; actives 0.75% (n = 370,000); Q96T88; inhibition, % at 4.4 µM; in the data active = inhibition above about 21%;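 also: UHRF1 SRA domain binding a hemimethylated CpG hairpin DNA probe; 0% = median of test compound wells and 100% = reference inhibitor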
* marks the source's active call; other numbers are inactive results; i = inactive; nt = not tested or not shown. Compounds were not picked by outcome; overall some 4.1% were active at least once.

nr	Molecule	ARFGAP1 inh	proKLK7 act	MBD2 inh	PLCg1 inh	DDE Tn7 FP inh	PLCb3 inh	ADAM17 inh	ASAP1 inh	Tn6 DDE FP	UHRF1 binding
1	O=C(NCc1cccs1)C(=O)NCC(c1ccco1)N1CCN(c2ccc(F)cc2)CC1 (configuration not stated)	-7	0.8	2	-43	-1	-65	-16	-3	4	1
2	c1ccc2c(COn3nnc4ccccc43)cccc2c1	3	0.3	-2	0	-2	1	0	3	2	-2
3	O=C1NC(c2cccc(C(F)(F)F)c2)c2c(-c3ccccc3)n[nH]c21 (configuration not stated)	-8	-0.3	-3	-3	0	4	-1	-7	2	-3
4	CCCc1cc(N2CCOCC2)n2nc(C)c(-c3ccccc3)c2n1	10	0.5	0	-5	-2	-17	-3	7	-4	3
5	COc1ccc2sc(-c3ccc(N(C)C)cc3)c(C#CC(C)(C)O)c2c1	8	-100	4	i	10	i	i	2	0	-1
6	CCCN(CCC)Cc1c(C(=O)N/N=C/c2ccc(C)o2)nnn1-c1nonc1N	2	-0.6	3	-1	-2	-6	-1	-1	-4	-2
7	O=C(O)CNS(=O)(=O)c1cccc2nsnc12	-4	0.6	0	2	0	-1	-1	-7	0	-1
8	COc1cc(OC)cc(-c2c(-c3cccs3)c3cc(-c4ccc5c(c4)OCCO5)ccc3n2C)c1	8	-1.6	-6	-86	-3	-133	1	9	-3	-1
9	Cc1ccnc2nc(C(=O)NCc3ccccc3)nn12	-3	0.4	-6	1	-2	-6	-1	-3	1	-3
10	CCc1ccc(C2=NN(C(=O)CCC(=O)O)C(c3cccs3)C2)cc1 (configuration not stated)	-6	0.0	-3	-6	5	-12	-3	-10	9	-3
11	COc1cccc(CN2CC(C(=O)NCCCn3ccnc3C)CCC2=O)c1 (configuration not stated)	-7	-0.1	4	0	3	-5	-4	-2	9	0
12	COc1ccc(-c2cc(C(=O)NCC(c3ccco3)N(C)C)c3ccccc3n2)cc1OC (configuration not stated)	3	-1.4	3	-202	1	-221	-7	6	-7	0
13	O=C(O)C1(S(=O)(=O)c2ccc(Cl)cc2)CCC1	8	0.0	6	0	1	-6	-2	8	5	1
14	CCOc1ccc(CCN2CN(C3CCCCC3)CNC2=S)cc1OCC	8	-0.9	7	1	0	-3	0	4	-4	-1
15	O=C(N/N=C/c1ccncc1)c1cc2ccccc2cc1O	-8	-0.1	1	-6	-1	-21	0	13	-18	-2
16	O=C(N/C(=C\c1ccc(Br)cc1)c1nc2ccccc2[nH]1)c1ccco1	4	-1.5	-1	-8	1	-17	-1	3	-8	-3
17	CN(C(=O)CSc1n[nH]c(=O)[nH]c1=O)c1ccccc1	4	-0.4	3	-2	6	-5	-4	-6	3	-2
18	CCOc1ccc(NC(=O)N2CCC(C(N)=O)(N3CCCCC3)CC2)cc1	-2	0.2	4	1	-2	3	-1	-10	-3	-1
19	Cn1c(=O)oc2cc(S(=O)(=O)NCCc3ccccc3)ccc21	13	0.0	6	-1	1	-2	-6	7	-4	1
20	CNS(=O)(=O)c1cc(OC)c(OC)cc1CC(=O)OC	-4	-0.8	5	-1	5	2	-1	10	3	5
21	Cc1csc(NC(=O)CSC2=NS(=O)(=O)c3cc(F)ccc3N2)n1	11	0.0	-2	0	-5	-5	-1	9	1	1
22	CC1CCCCN1C(=O)/C(=C\c1ccccc1)c1ccccc1 (configuration not stated)	-24	-0.8	0	-2	6	-1	-2	2	7	-2
23	Cc1ccc(N2CCN(C(=S)c3ccc(-c4cccc([N+](=O)[O-])c4)o3)CC2)cc1	8	0.1	4	-4	5	-5	-1	8	-3	5
24	CCCCS(=O)(=O)NC1=NCN(CCOC(=O)c2ccccc2)CN1	-4	-0.2	4	-1	-8	1	-7	-4	1	1
25	Cc1ccc(CN2CCN(C(=O)/C=C/[C@H]3O[C@@H](n4cc(C)c(=O)[nH]c4=O)C[C@@H]3O)CC2)cc1	4	1.0	-5	5	-5	3	-1	-1	7	-1
26	CCCCCn1c(Sc2ncccn2)nc2c1c(=O)[nH]c(=O)n2C	-7	-0.1	3	-2	-1	2	-4	-6	4	1
27	S=C(NC1CCCCC1)N1CCc2[nH]c3ccccc3c2C1	7	0.1	2	1	5	-8	0	-7	-2	-1
28	Cn1c(=O)c2c(nc(OCc3cccnc3)n2Cc2c(F)cccc2Cl)n(C)c1=O	14	0.1	0	4	-2	7	0	-3	2	0
29	COc1ccc(-n2cnc3sc4c(c3c2=O)CCCC4)cc1	19	0.1	-1	3	-4	1	1	12	-1	-1
30	CSc1nsc(SC)c1NC(=O)N1CCCCC1	-1	-0.7	-3	3	-2	-2	-1	-7	5	0
31	Cc1cccc(NC(=O)Cn2cc(C(=O)c3ccco3)c3ccccc32)c1	-2	-5.7	1	-24	1	-28	-48	5	-2	0
32	COC(=O)[C@]12CCCCC=C1N(CCc1ccc(OC)c(OC)c1)C(=O)[C@H](CC(=O)N1CCSCC1)C2	6	0.3	7	2	-2	-2	-4	-10	1	0
33	O=C1CCCC2=C1C(c1ccncc1)n1c(nc3ccccc31)N2 (configuration not stated)	9	47*	0	i	-8	i	i	10	0	1
34	CC(C)CCOCC(O)CCC(=O)NNC(=S)Nc1ccccc1 (configuration not stated)	3	0.0	1	1	-1	-2	0	20	-2	-3
35	CCCCC(=O)N(C)c1c(CC)nc2c(OCc3ccccc3C)cccn12	9	-0.1	-5	0	-1	-2	-7	6	-5	-1
36	O=C(CN1C(=O)NC2(CCCC2)C1=O)N1CCN(c2cccc(C(F)(F)F)c2)CC1	5	-0.5	4	3	-1	-13	2	0	-5	8
37	COc1ccc(NC(=O)CC2Oc3ccccc3NC2=O)cc1 (configuration not stated)	-12	0.3	2	0	-2	3	-2	-6	3	0
38	C=CCOC(=O)N1CCN(C(=O)c2ccc3c(c2)nc(C)n3C2CCCC2)CC1	nt	0.7	-2	4	2	-1	1	nt	-8	2
39	CCOC(=O)Cc1cc(=O)n2[nH]c(C)c(-c3ccc(Cl)cc3)c2n1	0	-0.8	-1	-95	-4	-124	-20	-2	7	0
40	CC(C)OC(=O)N(C)C[C@H]1OCc2cn(nn2)CCCC(=O)N([C@@H](C)CO)C[C@@H]1C	1	0.2	3	3	4	0	-6	1	2	4
41	O=C(Nc1cc(Cl)ccc1N1CCOCC1)c1ccc(=O)[nH]c1	0	-0.2	0	0	4	-4	-6	17	1	3
42	O=S(=O)(Nc1cccnc1)c1ccc2c(c1)OCCO2	10	-0.3	3	-3	4	-1	-4	-7	-2	-1
43	O=C(NCc1ccccc1)OCCCN1C(=O)CCC12CCCCC2	nt	0.1	1	-2	1	1	-2	nt	7	0
44	COc1cccc(OCCCN2CCN(S(=O)(=O)c3ccc(NC(C)=O)cc3)CC2)c1	18	0.4	-1	2	-1	4	3	13	-1	1
45	COc1ccc(C(CCOC(=O)Oc2ccccc2)c2cc(OC)c(OC)c(OC)c2)cc1 (configuration not stated)	nt	-0.1	-2	-2	7	1	2	nt	-3	-1
46	N=C1c2ccccc2CN1NC(=O)c1cccc(S(=O)(=O)N2CCCC2)c1	-6	-0.1	-6	2	10	2	2	-3	4	-4
47	COc1cc(NC(=O)CSc2c3c(nc4ccccc24)CCC3)cc(OC)c1OC	2	0.5	-5	3	-6	-1	2	11	0	7
48	Cc1cccc(C(=O)Nc2cc(Cl)ccc2-n2cncn2)c1[N+](=O)[O-]	-2	0.6	2	1	-4	2	-2	0	8	1
49	COc1ccc(CC(=O)Nc2nc3ccccc3s2)cc1S(=O)(=O)N1CCOCC1	3	-0.2	1	-2	2	0	-5	7	0	6
50	O=c1c(Cl)c(O)ccn1C1OC(CO)C(O)C1O (configuration not stated)	8	-0.3	0	-5	-4	-1	-2	13	-1	4
51	C=CCn1c(SCc2cc(=O)n3ccsc3n2)nnc1C1CCCCC1	-6	-0.1	4	1	1	-3	-1	-7	-1	10
52	COC/C=C/C1=CC2=CC(=O)C(C)(OC(=O)c3cnc4ccccc4n3)C(=O)C2=CN1c1ccc(OC)cc1 (configuration not stated)	12	-1.0	-9	-19	7	-28	-2	3	3	-3
53	CCCCC(=O)NNC(=O)N1c2ccccc2Sc2ccccc21	-4	0.4	-1	2	6	-8	-2	3	-2	0
54	CN1CCN(S(=O)(=O)c2cccc(C(=O)Nc3ccccc3N3CCCCC3)c2)CC1	14	-0.4	0	3	-5	-1	0	-9	0	3
55	COc1ccc(N2CC(C(=O)N3CCc4ccccc43)CC2=O)cc1 (configuration not stated)	5	0.2	0	0	-5	-6	-1	-2	-3	0
56	COc1ccc(-c2csc(NC(=O)CC(NC(C)=O)c3ccccc3)n2)cc1OC (configuration not stated)	1	0.0	-3	3	-4	-5	1	10	-2	0
57	C[C@H]1CN([C@@H](C)CO)C(=O)CCCn2nncc2CO[C@@H]1CN(C)S(=O)(=O)c1ccccc1	4	-0.1	2	1	-1	-4	0	-6	6	1
58	COc1cc(C(=S)N2CCOCC2)ccc1OC(=O)c1ccccc1[N+](=O)[O-]	3	-0.6	5	-2	2	-3	-1	13	-7	-3
59	COc1ccc(NS(=O)(=O)c2cc(NC(=O)CCNC(=O)c3ccco3)ccc2OC)cc1	4	-0.1	3	3	-8	4	-3	10	3	3
60	CCn1c(SCC(=O)Nc2nc3ccccc3s2)nnc1-c1ccc(OC)cc1	-8	-0.3	-2	3	5	5	1	1	2	0

New compounds follow.
nr	Molecule	ARFGAP1 inh	proKLK7 act	MBD2 inh	PLCg1 inh	DDE Tn7 FP inh	PLCb3 inh	ADAM17 inh	ASAP1 inh	Tn6 DDE FP	UHRF1 binding
61	Cc1ccccc1C(=O)N1CCN(S(=O)(=O)c2ccccc2)CC1	-2	0.1	3	3	1	-2	2	3	-2	-1
62	COC(=O)Nc1sc2c(c1C(N)=O)CCC(C)C2 (configuration not stated)	4	0.3	-4	1	-1	1	-3	9	3	0
63	Cc1ccc(NC(=O)COC(=O)C2=NNC(=O)CC2)c(Br)c1	2	0.0	-1	0	-4	-5	0	3	2	-2
64	CCOc1cccc(/C(O)=C2/C(=O)C(=O)N(Cc3cccnc3)C2c2ccco2)c1 (configuration not stated)	-15	0.0	-1	0	8	-5	-3	-17	4	-5

Rewritten with values under each structure: part of the list above.
Fields – ARFGAP1 inh, proKLK7 act, MBD2 inh, PLCg1 inh, DDE Tn7 FP inh, PLCb3 inh, ADAM17 inh, ASAP1 inh, Tn6 DDE FP, UHRF1 binding
2: c1ccc2c(COn3nnc4ccccc43)cccc2c1
→ 3, 0.3, -2, 0, -2, 1, 0, 3, 2, -2
54: CN1CCN(S(=O)(=O)c2cccc(C(=O)Nc3ccccc3N3CCCCC3)c2)CC1
→ 14, -0.4, 0, 3, -5, -1, 0, -9, 0, 3
60: CCn1c(SCC(=O)Nc2nc3ccccc3s2)nnc1-c1ccc(OC)cc1
→ -8, -0.3, -2, 3, 5, 5, 1, 1, 2, 0
22: CC1CCCCN1C(=O)/C(=C\c1ccccc1)c1ccccc1 (configuration not stated)
→ -24, -0.8, 0, -2, 6, -1, -2, 2, 7, -2
31: Cc1cccc(NC(=O)Cn2cc(C(=O)c3ccco3)c3ccccc32)c1
→ -2, -5.7, 1, -24, 1, -28, -48, 5, -2, 0
